Screening results as filed in PubChem BioAssay.
HP1b binding inh – HP1-beta chromodomain-methylated histone interaction inhibition. P83916. AlphaScreen HP1-beta / biotin-H3K9me3 peptide binding. Potency, µM (titrated, usually from 114 µM), for inactives: at the highest dose activity change, negative = inhibition, most hits filed as inhibitors. actives 0.56% (n = 390,000). AID 540317; also: nearly all actives have a fitted effect of over 70% in size; inactives centre near 23
Target sequence (P83916 whole entry, looked up): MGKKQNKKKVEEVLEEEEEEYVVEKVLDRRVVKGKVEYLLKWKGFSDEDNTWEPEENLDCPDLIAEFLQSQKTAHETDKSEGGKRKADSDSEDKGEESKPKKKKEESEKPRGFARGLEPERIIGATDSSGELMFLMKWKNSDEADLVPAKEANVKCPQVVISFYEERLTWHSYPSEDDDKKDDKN
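HP1-beta protein (50 nM final) preincubated 30 min at room temperature with biotinylated H3(1-18)K9me3 peptide (50 nM) in PBS pH 7.4, 0.01% Tween-20, then compound added for 30 min. AlphaScreen streptavidin donor/nickel chelate acceptor beads (10 ug/mL final), 30 min dark, luminescence read.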
TrxR1 inh – blocks rat thioredoxin reductase 1; recombinant rTrxR1, NADPH fluorescence consumption, selenite substrate; Potency, µM (series often up to 114 µM), without a hit: at the top dose activity change, negative = inhibition, hits mostly inhibitors; actives 1% (n = 390,000); also: % is scaled to controls: 0 for no effect and ±100 for the full control effect; nearly all actives have a fitted effect of over 65% in size
Target sequence (O89049 whole entry, looked up): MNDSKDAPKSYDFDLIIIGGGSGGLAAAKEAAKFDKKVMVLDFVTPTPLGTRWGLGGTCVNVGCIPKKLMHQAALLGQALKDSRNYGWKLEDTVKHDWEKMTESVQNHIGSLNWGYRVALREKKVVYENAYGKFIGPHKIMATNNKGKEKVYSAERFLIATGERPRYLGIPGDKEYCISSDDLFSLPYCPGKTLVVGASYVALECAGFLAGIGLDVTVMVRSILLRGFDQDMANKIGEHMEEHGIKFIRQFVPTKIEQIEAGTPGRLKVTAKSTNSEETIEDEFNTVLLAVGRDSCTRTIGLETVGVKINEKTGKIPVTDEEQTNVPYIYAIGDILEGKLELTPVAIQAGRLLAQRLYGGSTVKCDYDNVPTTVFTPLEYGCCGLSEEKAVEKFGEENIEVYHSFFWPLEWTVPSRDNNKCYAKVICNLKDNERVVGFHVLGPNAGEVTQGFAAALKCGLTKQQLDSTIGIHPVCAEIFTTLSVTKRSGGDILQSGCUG
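Rat TrxR1 (90 nM in the dispensed reagent) was pre-reduced with 400 uM NADPH for 5 min at room temperature, then incubated with compound for 15 min. After 400 uM selenite was added, NADPH fluorescence (Ex 340/Em 450 nm) was followed for 8 min.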
JMJD2A Tudor inh – blocks the human JMJD2A Tudor domain; AID 504339; Potency, µM (top dose mostly 114 µM), inactives show top-dose activity change, negative = inhibition, most hits filed as inhibitors; O75164; AlphaScreen JMJD2A-Tudor / H3K4me3 peptide binding; actives 4.4% (n = 390,000); also: % is scaled to controls: 0 for no effect and ±100 for the full control effect; nearly all actives have a fitted effect of over 50% in size
ALOX12 inh – blocks human arachidonate 12S-lipoxygenase; purified 12hLO, xylenol orange hydroperoxide absorbance; Potency, µM (top dose mostly 108 µM), inactives show top-dose activity change, negative = inhibition, most hits filed as inhibitors; actives 1.1% (n = 580,000); AID 1671190; also: % is scaled to controls: 0 for no effect and ±100 for the full control effect
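Hydroperoxide product was detected by ferrous iron/xylenol orange as the 573 to 405 nm absorbance ratio. Arachidonic acid at 40 uM (final) was turned over for 30 min at room temperature by 150 nM human 12hLO, pH 7.0 Hepes buffer, after 15 min compound preincubation.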
GLS inh – inhibitors of human glutaminase (GLS). O94925. GLS enzymatic activity, qHTS titration. Potency, µM (series often up to 45.5 µM), inactives show at the highest dose activity change, negative = inhibition, actives largely listed as inhibitors. actives 0.21% (n = 410,000); also: % is scaled to controls: 0 for no effect and ±100 for the full control effect
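Enzyme dispensed in phosphate buffer (45 mM, pH 8.2, 0.02% Tween-20), compounds pinned in, then 1 mM L-glutamine solution and the glutamate oxidase–HRP–Amplex Red mix added; fluorescence read immediately and again after 30 min at room temperature.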
ERG-DNA inh – ERG Ets/DNA interaction inhibition; P11308; AID 624246; Potency, µM (top dose mostly 76.9 µM), for inactives: top-dose FP activity, negative = inhibition, most hits filed as inhibitors; fluorescence polarization, His-ERG Ets domain / labelled DNA; actives 0.028% (n = 370,000); active = well fitted inhibition curve with a large enough effect in the polarisation, with a control signal flat; inconclusive = small, poorly fitted or top-dose-only effect, or effect the other way, or a change in a side signal; inactive = no such curve, though single readings can be large or run the other way; the % refers to the polarisation;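 also: polarization taken with two DNA probes labelled with fluorescein and Texas red; % of control where 0% means no effect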
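His-tagged ERG Ets domain (1 uM in the protein solution; 300mM KCl, 50mM Tris-HCl, 1mM EDTA, 1mM DTT, pH 7.5) received compound, then a probe mix of 5 nM fluorescein-DNA and 100nM Texas-615-DNA. Fluorescence polarization was read for both dyes.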
Tb PGK inh – blocks T. brucei phosphoglycerate kinase | P07378 | PGK/GAPDH coupled, Kinase-Glo luminescence, 60 min | Potency, µM (series often up to 57.5 µM), without a hit: at the top dose activity change, negative = inhibition, hits mostly inhibitors | actives 0.043% (n = 380,000) | AID 602233; also: % is scaled to controls: 0 for no effect and ±100 for the full control effect; nearly all actives have a fitted effect of over 60% in size
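Luminescent ATP detection (Kinase-Glo Plus) follows a 60-minute room-temperature incubation, with wells lacking PGK as controls. Buffer: 100 mM TEA (pH 7.6), 5 mM MgCl2, 0.01% Tween-20. Coupling enzyme GAPDH (100 nM final) supplies unstable 1,3-BPG in-well.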
Pin1 inhibitor – inhibitors of human Pin1 | Q13526 | Pin1 FP peptide displacement, HiFluor488, 10 min | actives 0.009% (n = 390,000) | Potency, µM (top dose mostly 115 µM), for the others: top-dose activity, negative = inhibition, actives largely listed as inhibitors; active = well fitted inhibition curve with a large enough effect in the polarisation, with a control signal flat, not every such curve was filed as active; inconclusive = small, poorly fitted or top-dose-only effect, or effect the other way, or a change in a side signal; inactive = no such curve, though single readings can be large or run the other way; the % refers to the polarisation; also: % is scaled to controls: 0 for no effect and ±100 for the full control effect
Target sequence (Q13526 whole entry, looked up): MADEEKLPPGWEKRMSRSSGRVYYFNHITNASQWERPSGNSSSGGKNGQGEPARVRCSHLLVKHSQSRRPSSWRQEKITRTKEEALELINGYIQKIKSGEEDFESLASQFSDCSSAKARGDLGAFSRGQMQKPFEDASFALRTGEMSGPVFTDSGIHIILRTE
RGS4 inhibitor – inhibitors of human regulator of G protein signaling 4; AID 504845; actives 0.039% (n = 390,000); Potency, µM (series often up to 114 µM), inactives show top-dose activity change, negative = inhibition, usual class: inhibitors; P49798; Transcreener GDP fluorescence polarization, RGS4-accelerated GTP hydrolysis; also: % is scaled to controls: 0 for no effect and ±100 for the full control effect; nearly all actives have a fitted effect of over 75% in size; some results filed as inactive show a strong effect at the top dose
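MLSMR compounds (23 nl, pin-transferred) preincubated 10 min at room temperature with a 500nM (2x) first reagent, then RGS4 at 900nM (2x) plus Transcreener GDP mix added; fluorescence polarization (620/688 nm) read before and after 90 min at 30 °C.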
Starred values were filed as active, the others as inactive; i = inactive; u = inconclusive; x = not tested or not shown; & = joins results of further samples; [ ] = dose if it differs, or a comment. Unless noted, calls follow the shape of the dose curve; as a rule, active = well fitted curve in the direction sought with a large enough effect; inconclusive = small, poorly fitted or top-dose-only effect, or another doubt; inactive = no such curve, though single readings can be large; an effect the other way counts as inactive or inconclusive. Potency is read from the fitted curve at half-maximal effect. The list is partial. The share of hits here may be higher or lower than overall.

SMILES	HP1b binding inh	TrxR1 inh	JMJD2A Tudor inh	ALOX12 inh	GLS inh	ERG-DNA inh	Tb PGK inh	Pin1 inhibitor	RGS4 inhibitor
Cc1ccc(C(C(=O)NC2CCCCC2)N2CCOCC2)cc1 (stereo not given)	34%	1%	9%	43%[activator]	-12%	4%	-5%	3%	-8%
Cc1cc(C)c(C#N)c(N2CCN(C(=O)C3COc4ccccc4O3)CC2)n1 (stereo not given)	53%[activator]	22%	-1%	-20%	-8%	3%	i	10%	1%
CC(=O)c1cc(C)ccc1OC(=O)CCN1C(=O)C2C3c4ccccc4C(c4ccccc43)C2C1=O (stereo not given)	20%	20%	-10%	-6%	2%	-19%	8%	-5%	-4%
O=C(Nc1nonc1NC(=O)C1CCCCC1)C1CCCCC1	54%[activator]	-13%	-3%	-6%	-12%	-7%	-7%	-3%	-18%
N#Cc1nc(Cc2cccc3ccccc23)oc1N1CCCCC1	u	-3%	u	u	10%	5%	-9%	16%	-13%
O=C(Nc1cccs1)Nc1c(F)cc(F)cc1Br	6%	-3%[57.1 µM]	-10%	-3%	u	-1%	5%	-9%	-21%
COc1ccc(N2CCN(CC(O)COc3ccc(C)c(C)c3)CC2)cc1 (stereo not given)	u	-7%	56µM*	u	44%&24%[activator]	21%&2%	-5%	8%&8%	-26%&-6%
Cc1cc(-c2onc(C)c2C(=O)Oc2ccc(Cl)cc2)no1	129%[activator]	48%[activator]	78%[activator]	1%	-5%	-10%	-10%	-4%	2%
O=C(NCCc1ccccc1)/C(=N\O)c1ccccc1	40%[activator]	-1%	-6%	1%	2%	10%	-5%	6%	-1%
COc1ccccc1OCCn1c(-c2ccc(Br)cc2)nc2ccccc2c1=O	59%[activator]	1%	2%	3%	-7%	3%	i	-1%	7%
COc1ccc(-c2nn(-c3ccc(C)cc3)c3c2cnc2ccc(C)cc23)cc1OC	24%	-11%	-26%	-18%	15%	12%	1%	1%	-20%
CCN(Cc1ccccc1)Cc1c(C)[nH]c2c(C)c(C)ccc2c1=O	15%	-4%	1%	0%	20%	2%	1%	1%	6%
CCOC(=O)N1C2=NC(C(=O)OC)=C(C(=O)OC)[C@@H]3N(Cc4ccccc4)c4ccccc4[C@]23C[C@H]1C(=O)OC	20%	20%	-28%	x	3%	2%	7%	10%	-16%
CCOC(=O)CSc1nc2c(c(=O)[nH]1)C(C)(CC)Cc1ccccc1-2 (stereo not given)	20%	1%[57.1 µM]	-23%	2%	-4%	6%	-6%	4%	-48%
COc1ccc(S(=O)(=O)N2CC(=O)Nc3ccccc32)cc1Cl	32%	6%[57.1 µM]	-5%	6.3µM*	-5%	6%	-8%	1%	-11%
O=C(COC(=O)C1CC1)NC(=O)c1ccccc1	25%	-6%	-6%	45%[activator]	0%	x	3%	-8%	-17%
NC(=O)CSc1ncc2c(n1)-c1ccccc1N(Cc1ccccc1)S2(=O)=O	24%	7%[57.1 µM]	-2%	u	3%	1%	10%	3%	-28%
O=C(CN1CCN(C(=O)c2ccco2)CC1)Nc1cccc(S(=O)(=O)N2CCCC2)c1	22%	-29%	-14%	-32%	19%	-4%	5%	1%	-21%
CCOc1ccc(CNC(=O)c2ccc(NC(=O)N3CCCCc4ccccc43)cc2)cc1	67%[activator]	3%[57.1 µM]	-19%	-25%	2%	0%	-6%	5%	-22%
O=C(NCc1ccccc1F)C1CCN(Cc2cc3ccccc3n2Cc2cccc(Cl)c2)CC1	24%	18%[57.1 µM]	-14%	u	-1%	2%	7%	37%[activator]	7%
COc1ccc(-c2cc(C(F)(F)F)nc(-n3cncn3)n2)cc1	36%	10%	-14%	-23%	8%	-5%	-8%	3%	8%
CO[C@H]1/C=C/O[C@@]2(C)Oc3c(C)c(O)c4c(O)c(c(C=NN5CCN(C)CC5)c(O)c4c3C2=O)NC(=O)/C(C)=C\C=C\[C@H](C)[C@H](O)[C@@H](C)[C@@H](O)[C@@H](C)[C@H](OC(C)=O)[C@@H]1C	u	-26%	-36%	u	4%	-15%	-9%	36%[activator]	-26%
COC(=O)c1cc2sccc2n1CC(=O)N1CCCc2ccccc21	4%	4%	-13%	7%	4%	1%	3%	7%	12%
CCN(CC)c1ccc(NC(=O)CCS(=O)(=O)c2cc3c(cc2Cl)NC(=O)CO3)c(C)c1	37%	23%	-16%	0%	5%	0%	-2%	26%	-4%
Cc1nn(CC(=O)NCCc2ccc(Cl)cc2)c(=O)c2cccn12	8%	-6%	u	-3%	11%	3%	8%	-3%	-53%[56.9 µM]

3 entries from above, with bars between the fields:
compound | HP1b binding inh | TrxR1 inh | JMJD2A Tudor inh | ALOX12 inh | GLS inh | ERG-DNA inh | Tb PGK inh | Pin1 inhibitor | RGS4 inhibitor
COC(=O)c1cc2sccc2n1CC(=O)N1CCCc2ccccc21 | 4% | 4% | -13% | 7% | 4% | 1% | 3% | 7% | 12%
COc1ccc(-c2cc(C(F)(F)F)nc(-n3cncn3)n2)cc1 | 36% | 10% | -14% | -23% | 8% | -5% | -8% | 3% | 8%
O=C(NCCc1ccccc1)/C(=N\O)c1ccccc1 | 40%[activator] | -1% | -6% | 1% | 2% | 10% | -5% | 6% | -1%

In a second layout: 4 of the compounds above.
Values run as follows: HP1b binding inh	TrxR1 inh	JMJD2A Tudor inh	ALOX12 inh	GLS inh	ERG-DNA inh	Tb PGK inh	Pin1 inhibitor	RGS4 inhibitor
> O=C(Nc1nonc1NC(=O)C1CCCCC1)C1CCCCC1
 : 54%[activator]	-13%	-3%	-6%	-12%	-7%	-7%	-3%	-18%
> N#Cc1nc(Cc2cccc3ccccc23)oc1N1CCCCC1
 : u	-3%	u	u	10%	5%	-9%	16%	-13%
> O=C(Nc1cccs1)Nc1c(F)cc(F)cc1Br
 : 6%	-3%[57.1 µM]	-10%	-3%	u	-1%	5%	-9%	-21%
> COc1ccc(N2CCN(CC(O)COc3ccc(C)c(C)c3)CC2)cc1 (stereo not given)
 : u	-7%	56µM*	u	44%&24%[activator]	21%&2%	-5%	8%&8%	-26%&-6%

Next entries
SMILES	HP1b binding inh	TrxR1 inh	JMJD2A Tudor inh	ALOX12 inh	GLS inh	ERG-DNA inh	Tb PGK inh	Pin1 inhibitor	RGS4 inhibitor
COc1ccc(OC)c2c1C(=O)C(Cl)=C(Cl)C2=O	2.2µM*	0.16µM*	0.89µM*	u	4%	-1%	i	u	-149%
COc1cc(C(=O)Nc2ccc3c(c2)N(C2CCCC2)C(=O)c2ccccc2S3)cc(OC)c1OC	4%	10%[57.1 µM]	-25%	-22%	10%	-12%	6%	27%	27%
CCOc1ccccc1C(=O)N[C@H](C(=O)Nc1ccc(OC)c(S(=O)(=O)N2CCOCC2)c1)C(C)C	-4%	-16%	-16%	-7%	-6%	0%	-2%	0%	-18%
CN1CCC(NCCC(c2ccc(F)cc2)c2ccc(Cl)cc2)CC1 (stereo not given)	-19%[57 µM]	2%	0.71µM*	0%	u	9%	5%	1%	-17%
CCCc1nnc(NS(=O)(=O)c2ccccc2)s1	66%[activator]	15%[57.1 µM]	-17%	-3%	-4%	-5%	i	-3%	-21%
CCCCC1CCC(C(=O)OCC(=O)Nc2ccc(S(N)(=O)=O)cc2)CC1 (stereo not given)	2%	14%	-14%	-4%	0%	x	1%	-6%	10%
COc1ccc(NC(=S)N(Cc2ccc(C)cc2)Cc2ccccn2)cc1	5%	13%[57.1 µM]	-18%	u	0%	5%	13%	0%	-9%
CN(CC(=O)Nc1ccccc1C(F)(F)F)C(=O)CC1OC(=O)c2ccccc21 (stereo not given)	26%	u	-12%	i	5%	3%	-3%	-5%	7%
COC(=O)c1cc(CNC(=O)c2ccc(N3CCCC3)c([N+](=O)[O-])c2)ccc1OC	7%	11%	-35%	9%	-1%	-1%	i	2%	-30%
Cc1ccccc1NC(=O)CC1NCCNC1=O (stereo not given)	45%[activator]	5%	1%	-5%	1%	20%	-7%	17%	-2%
Cc1ccc(CNC(=O)Nc2cc(C(=O)NCc3cccc(F)c3)ccc2N2CCCC2)cc1	78%[activator]	4%[57.1 µM]	-9%	u	3%	-6%	-8%	-1%	-16%
CC(=O)c1ccc(NC(=O)c2cccs2)cc1	16%	11%	-8%	-1%	1%	x	0%	3%	4%
COC(=O)Cc1ccc(NC(=O)c2ccc3c(c2)C(=O)N(CC2CCCO2)C3=O)cc1 (stereo not given)	34%	-8%	-1%	28%	-3%	2%	-2%	-7%	1%
COc1cc(-c2nnc(-c3ccccc3)o2)cc(OC)c1OC	58%[activator]	-4%	-9%[11.4 µM]	58%[activator][57.4 µM]	-5%	2%	-3%	-4%	-12%[11.4 µM]
CCN1CCN(C(=O)c2ccc(COc3cccc(Cl)c3)o2)CC1	-8%	20%[57.1 µM]	-24%	-5%	22%	3%	-4%	1%	-11%
